Akt phos inh = inhibitors of Akt phosphorylation; activity change, % for hits at 50 µM; Neuro2A IGF-stimulated pAkt S473 HTRF, 20 min; active compounds read low; 360,000 compounds, 0.32% hits; in the data active = activity change below about -80%; inconclusive = mostly about -51% to -80%; also: % is scaled to controls: 0 for no effect and ±100 for the full control effect
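Single-point screen (50 µM final compound) in Neuro2A cells stimulated 20 min with 6 nM IGF at 37 deg C. After lysis, Ser473-phosphorylated Akt read by HTRF (ex 330 nm, em 615/665 nm) as the 665/615 ratio.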
Nrf2 ARE act = activators of Nrf2 (ARE) signaling; AREc32 ARE-luciferase reporter (MCF7-derived line), luminescence, 24 h; Potency, µM (titrated, usually from 46.1 µM), for the others: at the highest dose activation, hits mostly activators; 410,000 compounds, 0.31% hits; AID 624171; also: potency is read from the fitted curve at half-maximal effect; % of control where 0% means no effect; nearly all actives have a fitted effect of over 65% in size
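Luciferase luminescence (Steady-Glo, 30 min at room temperature) served as the read-out of ARE activation in AREc32 cells treated with compounds for 24 hr at 37 deg C.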
A549 tox = kills or reduces viability of A549 cells in Nrf2 counter-screen. A549 ARE-Fluc cells, CellTiter-Fluor viability, 18-24 h. Potency, µM (doses to about 46 µM), for inactives: top-dose activity change, negative = cytotoxicity, most hits filed as inhibitors. AID 504648. 390,000 compounds, 0.16% hits; also: potency is read from the fitted curve at half-maximal effect; % is scaled to controls: 0 for no effect and ±100 for the full control effect
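Cytotoxicity counterscreen: CellTiter-Fluor fluorescence was measured in A549 ARE_Fluc cells after 18-24 h of compound exposure in a concentration series. The subsequent BugLite luminescent read reports ARE-luciferase activity.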
TGFb inhibitor = TGF-b pathway inhibition; Potency, µM (doses to about 46.1 µM), inactives show at the highest dose activity, negative = inhibition, actives largely listed as inhibitors; 410,000 compounds, 1.2% hits; AID 588855; HepG2 CAGA-GFP TGF-b/SMAD3 reporter, GFP fluorescence, 18 h; TGF-beta stimulated, 500 pg/mL final; also: potency is read from the fitted curve at half-maximal effect; % is scaled to controls: 0 for no effect and ±100 for the full control effect; nearly all actives have a fitted effect of over 65% in size
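Inhibition was scored as loss of TGF-beta-induced (500 pg/mL final, 18 hours, 37 degrees C) GFP in HEPG2 cells carrying a CAGA-GFP reporter, in DMEM with 1% FBS. Well GFP was summed per cell; Activity was normalised to unstimulated and stimulated DMSO wells, then concentration-response fitting.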
ATXN viability = reduces viability in counter-screen for ATXN expression inhibitors | 400,000 compounds, 0.49% hits | AID 651635 | Potency, µM (series often up to 56.7 µM), most hits filed as cytotoxic | S2 cells (HEK-293 line with an ATXN2-luciferase reporter) viability, CellTiter-Fluor protease fluorescence, 24 h; also: potency is read from the fitted curve at half-maximal effect; nearly all actives have a fitted effect of over 40% in size
MmCpn inh = inhibitors of Methanococcus maripaludis chaperonin (MmCpn). Potency, µM (top dose mostly 76.9 µM), for inactives: at the top dose activity, negative = inhibition, actives largely listed as inhibitors. purified Mm-Cpn ATPase, ADP Transcreener TR-FRET. 330,000 compounds, 0.031% hits. AID 504842; also: potency is read from the fitted curve at half-maximal effect; % is scaled to controls: 0 for no effect and ±100 for the full control effect; nearly all actives have a fitted effect of over 80% in size
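Inhibition of chaperonin ATP hydrolysis is measured as reduced ADP production, detected by competitive TR-FRET in which signal falls with ADP. Final enzyme 25 nM and ATP 10 uM, reacted 30 min at 37°C.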
CCT modulator = cytosolic chaperonin activity modulation | AID 651819 | 360,000 compounds, 0.3% hits | purified chaperonin ATPase assay, HTRF ADP detection, 30 min | activity change, % (concentration not given with the values), hits read low; in the data active = activity change below about -30%; also: % is scaled to controls: 0 for no effect and ±100 for the full control effect
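Nucleotide hydrolysis assay: TRiC at 20–40 nM final (set by batch activity) with 10 uM ATP, 30 min at 37 °C, in presence of 76 uM compound. Detection by competitive ADP HTRF, 30 min ambient.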
HepG2 viability = kills HepG2 cells in TGF-b inhibitor counter-screen; HepG2 CAGA-GFP viability, ATP luminescence, 18 h; Potency, µM (top dose mostly 46.1 µM), for the others: at the highest dose activity change, negative = cytotoxicity, most hits filed as cytotoxic; 410,000 compounds, 0.76% hits; also: potency is read from the fitted curve at half-maximal effect; some results filed as inactive show a strong effect at the top dose
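CellTiter-Glo luminescence gave cytotoxicity after 18 hours at 37 degrees C. The cells were HepG2 CAGA-GFP in 1% FBS DMEM, stimulated with 500 pg/mL TGF-beta after compound addition. %Activity was normalised to no-cell wells (complete cell-killing) and DMSO (no toxicity), and curves were fitted and classified.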
Nrf2 inh = blocks Nrf2 signaling. A549 ARE-Fluc reporter, luciferase luminescence, 18-24 h. Potency, µM (highest dose often 46 µM), inactives show top-dose activity change, negative = inhibition, actives largely listed as inhibitors. 360,000 compounds, 2.1% hits. AID 504444; also: potency is read from the fitted curve at half-maximal effect; % is scaled to controls: 0 for no effect and ±100 for the full control effect; nearly all actives have a fitted effect of over 60% in size
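Concentration-response testing used A549 ARE_Fluc cells at 5000 cells/well. Following an 18-24 h compound incubation, viability was read by fluorescence (Ex 405/Em 525) and luciferase output by luminescence.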
* = called active by the depositor; i = inactive; ? = inconclusive; . = no result given. Unless noted, calls follow the shape of the dose curve; as a rule, active = well fitted curve in the direction sought with a large enough effect; inconclusive = small, poorly fitted or top-dose-only effect, or another doubt; inactive = no such curve, though single readings can be large; an effect the other way counts as inactive or inconclusive.

SMILES	Akt phos inh	Nrf2 ARE act	A549 tox	TGFb inhibitor	ATXN viability	MmCpn inh	CCT modulator	HepG2 viability	Nrf2 inh
CCc1noc(C)c1C(=O)N1CC(C)SC1=Nc1ccc(Cl)cc1 (configuration not stated)	i	4.2%	17%	-30%	i	1%	-3.7	-28%	-8%
CCN(CC)Cc1c(O)c(Cl)cc2c(C)c(C)c(=O)oc12	i	-1.0%	?	-22%	.	-12%	-0.6	-17%	7%
CCCc1cc(-c2n[nH]c(=S)n2Cc2ccccc2)cs1	i	0.1%	5%	2%	i	-4%	-1.3	-33%	?
COc1ccc(CCNC(=O)COC(=O)c2cc(=O)c3ccccc3o2)cc1	i	-0.7%	6%	-5%	?	2%	2.2	4%	9%
CC(=O)Nc1ccc(NC(=O)COC(=O)c2n[nH]c3ccccc23)cc1	i	3.4%	5%	11%	i	1%	-0.9	-12%	13%
CCOC(=O)Cn1nnnc1CN1CCN(c2ccc(OC)cc2)CC1	i	-0.7%	-6%	-3%	?	-1%	0.4	6%	7%
CC1(C(=O)NS(=O)(=O)c2ccc(F)cc2F)CCN1C(=O)c1ccco1 (configuration not stated)	i	0.0%	.	-6%	i	.	-0.7	-15%	.
Cc1cc(C)nc(/N=C(\N)Nc2ccc3c(c2)OCCO3)n1	i	0.2%	-19%	-11%	i	1%	0.1	-21%	3%
Cc1ccccc1C(=O)OC(C)C(=O)NCc1ccc2c(c1)OCO2 (configuration not stated)	i	-0.5%	7%	0%	i	1%	1.1	-18%	?
O=c1[nH][nH]c2c1[C@@H](c1ccc(F)cc1)O[C@H](CCc1ccccc1)C2	i	-0.7%	.	.	i	.	2.4	.	.
CN(CC(=O)O)S(=O)(=O)c1ccc2[nH]c(=O)c(=O)[nH]c2c1	i	-0.7%	5%	5%	i	1%	1.5	-1%	2%
O=C(NCc1ccccn1)C(=O)Nc1ccccc1	i	0.2%	-7%	1%	i	0%	-0.7	3%	?
CN(C)C(CNC(=O)c1cccc(S(=O)(=O)Nc2ccccc2Cl)c1)c1ccco1 (configuration not stated)	i	8.9%	-6%	15%	i	1%	-0.1	-1%	-15%
COc1ccc2c(c1)CC(C(=O)N1CCC(C(N)=O)CC1)CO2 (configuration not stated)	.	0.3%	5%	-5%	i	.	.	-2%	.
O=[N+]([O-])c1ccc(S(=O)(=O)N2CCN(Cc3ccco3)CC2)cc1	i	-2.0%	6%	-5%	i	1%	-0.9	-17%	?
CC(/C=N/NC(=O)COc1ccccc1C)=N\NC(=O)COc1ccccc1C	i	0.0%	11%	-2%	i	2%	-1.4	-1%	11%
COc1ccc(Cc2nnc(SCC(=O)N3CCCCC3)o2)cc1	i	-0.4%	5%	5%	i	0%	0.6	-8%	-53%
CCOc1ccccc1NC(=O)C1CCCN(S(=O)(=O)c2ccc(-n3cnnn3)cc2)C1 (configuration not stated)	i	1.8%	2%	2%	i	1%	-0.5	13%	-15%
C=CCn1c(SCC(N)=O)nnc1-c1cc2c(s1)CCC(CC)C2 (configuration not stated)	i	2.3%	0%	-6%	i	-11%	-1.3	3%	15%
COc1cc2c(cc1NC(=S)Nc1ccccc1C)oc1ccccc12	i	4.9%	2%	11%	i	?	-0.2	-16%	2%
C1CCN(Cc2nnnn2CC2CCCO2)CC1 (configuration not stated)	i	0.5%	-5%	0%	?	1%	0.0	13%	5%
CCCC(C(=O)NCc1ccccc1)N(C(=O)Cn1nnc(-c2cccs2)n1)c1ccc2c(c1)OCCO2 (configuration not stated)	i	-0.1%	-18%	-8%	i	2%	0.7	-9%	-18%
COc1ccc(C(=O)CSc2ccc3nnc(-c4cccnc4)n3n2)cc1	i	0.9%	1%	-4%	?	1%	1.3	-4%	0%
O=C(CCOc1ccc(F)cc1)Nc1nccs1	i	-0.3%	-2%	7%	i	-1%	0.0	-39%	3%
CCCCc1ccc(NC(=O)c2c(C)noc2C)cc1	i	0.1%	-1%	-16%	i	1%	-1.3	2%	1%
O=C(CC1N=C2c3ccccc3N=C(SCc3ccc(F)cc3)N2C1=O)NCCc1ccccc1 (configuration not stated)	.	3.8%	1%	-3%	?	.	.	0%	.
O=C1CCCc2c1[nH]c1ccc(CN3CCCCC3)cc21	i	9.6%	11%	-5%	i	1%	-2.5	-28%	9%
CCN(c1ccc2c(c1)OCO2)S(=O)(=O)c1cc(Br)cc2c1N(C(C)=O)CC2	.	4.5%	2%	-3%	i	-2%	1.1	-38%	3%
NCCCCc1ccc2ccc3cccc4ccc1c2c34	i	0.3%	3%	?	i	0%	0.7	-28%	?
N#Cc1cccc(Oc2ccc(S(=O)(=O)N3CCCC3)cn2)c1	i	0.1%	-5%	2%	i	0%	-0.7	-22%	14%
Cc1cccc(C#CC2=CC(=O)CC(C)(C)C2)c1	i	?	.	3%	?	.	-0.6	-25%	.
CC(C)N1CCN(Cc2ccc(C#CC(C)(C)O)cc2)CC1CCO (configuration not stated)	i	0.0%	-22%	4%	i	0%	-3.5	1%	-25%
COc1ccc(NC(=O)Nc2ccc3c(c2)C(=O)N([C@H](C)CO)C[C@H](C)[C@@H](CN(C)C(=O)Nc2ccc(C(F)(F)F)cc2)O3)cc1	i	0.1%	14%	?	?	-1%	-2.7	7%	2%
CCOCCCn1c(=N)c(C(=O)NCc2ccc3c(c2)OCO3)cc2c(=O)n3cccc(C)c3nc21	i	-0.7%	-17%	-1%	?	2%	-0.7	-26%	-3%
Cc1ccc(N(CC(=O)Nc2ccc(OC(F)(F)F)cc2)S(=O)(=O)c2c(C)noc2C)cc1	.	0.5%	-10%	3%	i	.	.	-32%	?
CCN1CCN(c2c(Cl)cccc2NC(=O)c2ccc(Br)o2)CC1	.	0.1%	-7%	0%	i	1%	-2.5	-14%	5%
Cc1c(Cl)cnc(NC(=O)COC(=O)C2CC3CCCC(C2)C3=O)c1Cl (configuration not stated)	i	0.2%	0%	-2%	i	0%	0.3	-7%	4%
COC(=O)c1c(-c2ccc(OC)cc2)oc2ccc(-c3cc(OC)c(OC)c(OC)c3)cc12	i	-0.3%	-3%	?	?	.	0.9	-99%	-29%
Cc1ccc(-c2nc(C(=O)N3CCN(c4ccccc4)CC3)c3n2CCCCC3)cc1	.	-0.7%	0%	1%	i	.	.	0%	2%
C=CCn1nc2ccccc2c1OC	i	-0.2%	-1%	0%	i	-1%	-2.5	4%	9%
CC(C)[C@@H](NC(=O)OC(C)(C)C)C(=O)NCC1CCC(C(=O)N[C@@H](Cc2ccccc2)C(=O)O)CC1 (some centres not stated)	i	-0.3%	4%	9%	i	0%	-3.0	-21%	-2%
COc1ccc(C2(c3ccc(OC)cc3)NC(=O)N(CC(=O)Nc3ccc(C(N)=O)cc3)C2=O)cc1	i	0.7%	-2%	-3%	i	0%	-1.4	5%	-6%
CCOc1ccc(-c2cc(C(=O)NCCOC)[nH]n2)c(C)c1	i	2.9%	.	18%	i	.	-1.0	-9%	.
O=C1CCCc2ccccc2N1Cc1ccc(F)cc1	i	-0.2%	-10%	-21%	i	3%	1.3	0%	?
O=C(COC(=O)CC1CC2CCC1C2)Nc1ccccc1[N+](=O)[O-] (configuration not stated)	i	0.3%	6%	13%	i	0%	-0.3	-3%	1%

Limited to ATXN viability and MmCpn inh, for some of the entries so far:
Structure | ATXN viability | MmCpn inh
Cc1cc(C)nc(/N=C(\N)Nc2ccc3c(c2)OCCO3)n1 | i | 1%
Cc1ccccc1C(=O)OC(C)C(=O)NCc1ccc2c(c1)OCO2 (configuration not stated) | i | 1%
O=c1[nH][nH]c2c1[C@@H](c1ccc(F)cc1)O[C@H](CCc1ccccc1)C2 | i | .

The main list resumes, starting 2 compounds before the break.
SMILES	Akt phos inh	Nrf2 ARE act	A549 tox	TGFb inhibitor	ATXN viability	MmCpn inh	CCT modulator	HepG2 viability	Nrf2 inh
O=C1CCCc2ccccc2N1Cc1ccc(F)cc1	i	-0.2%	-10%	-21%	i	3%	1.3	0%	?
O=C(COC(=O)CC1CC2CCC1C2)Nc1ccccc1[N+](=O)[O-] (configuration not stated)	i	0.3%	6%	13%	i	0%	-0.3	-3%	1%
Cc1cc(C)c2sc(N(CCN(C)C)C(=O)c3cc(Cl)sc3Cl)nc2c1	i	-0.7%	1%	-4%	i	-3%	0.2	-41%	-2%
COc1cc(C)c(C)cc1S(=O)(=O)N1CCN(Cc2ccc3c(c2)OCO3)CC1	i	0.1%	19%	-5%	i	2%	-3.6	-5%	-17%
CC1CCCC(NC(=O)COC(=O)c2ccccc2C(=O)N(C)C2CCCCC2)C1C (configuration not stated)	i	0.4%	.	-12%	i	.	-1.8	-15%	.
CCCCNC(=O)c1ccc(NC(C)=O)c(Cl)c1	i	-0.5%	0%	-2%	i	1%	-2.0	-5%	-16%
CC(C)c1nn2c(=O)cc(COC(=O)c3ccccc3NC(=O)C3CCCCC3)nc2s1	.	1.0%	1%	3%	.	.	.	10%	.
c1ccc(Cn2nnc3c(N4CCCCCC4)ncnc32)cc1	i	4.1%	4%	-30%	i	-2%	0.1	-46%	11%
CC(C)c1ccc(Nc2nc(NCc3ccco3)nc(N3CCOCC3)n2)cc1	i	6.9%	-2%	4%	i	-1%	-0.7	-13%	.
CCOC(=O)C(C)n1cnc2scc(-c3ccc(C)c(C)c3)c2c1=O (configuration not stated)	i	-1.0%	3%	-18%	i	2%	2.2	0%	-7%
CC1(OC(=O)CCc2ccccc2)C(=O)C=C2C=C(c3ccc(C#N)cc3)N(CCN3CCOCC3)C=C2C1=O (configuration not stated)	i	2.8%	-17%	-1%	i	0%	-1.6	-27%	-5%
CN(C)c1ccc(Sc2ccc3nc(N)nc(N)c3c2)cc1	i	6.9%	.	?	?	.	1.0	0.32µM*	.

Screening data (PubChem BioAssay)

No enrichment for hits; overall some 4.4% were active at least once.
